PTHR1 agonist = agonists of human PTHR1 parathyroid hormone receptor. HEK293 GP2 PTHR1 cells, GloSensor cAMP luminescence, 1 h. Potency, µM (doses to about 115 µM), for the others: at the highest dose activation, usual class: activators. actives 0.075% (n = 410,000). AID 743266; note: potency is the fitted concentration of half-maximal effect; nearly all actives have a fitted effect of over 55% in size; some results filed as inactive show a strong effect at the top dose; inactives centre near -15; many of its hits are not listed in these tables
Target sequence (Q03431 whole entry, looked up): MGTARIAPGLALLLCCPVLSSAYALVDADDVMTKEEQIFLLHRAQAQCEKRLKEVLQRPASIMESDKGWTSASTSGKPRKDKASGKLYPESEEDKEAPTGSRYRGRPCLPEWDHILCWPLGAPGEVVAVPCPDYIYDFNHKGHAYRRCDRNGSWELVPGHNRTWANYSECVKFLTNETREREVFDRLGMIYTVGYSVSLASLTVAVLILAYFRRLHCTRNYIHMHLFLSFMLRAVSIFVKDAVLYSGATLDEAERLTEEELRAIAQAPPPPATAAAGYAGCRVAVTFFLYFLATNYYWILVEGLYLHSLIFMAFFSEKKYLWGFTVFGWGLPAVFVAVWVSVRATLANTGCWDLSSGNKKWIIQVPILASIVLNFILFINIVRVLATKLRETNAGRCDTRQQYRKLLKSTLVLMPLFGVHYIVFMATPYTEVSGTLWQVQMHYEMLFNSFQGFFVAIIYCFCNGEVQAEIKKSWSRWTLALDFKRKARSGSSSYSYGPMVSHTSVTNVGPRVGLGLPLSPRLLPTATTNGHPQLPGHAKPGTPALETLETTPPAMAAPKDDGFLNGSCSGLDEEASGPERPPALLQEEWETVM
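HEK-293-derived GP2 cells expressing PTHR1 and a GloSensor cAMP reporter, 3,000/well, plated overnight, given luciferin plus IBMX (each 0.5 mM as added) for 1 h at 37 °C, then compound for 1 h at 37 °C. Luminescence was read after 15 min at room temperature.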
aSyn yeast inh = inhibitors of alpha-synuclein toxicity in yeast; Potency, µM (series often up to 46.1 µM), inactives show at the top dose growth rescue (activation), usual class: activators; Yeast expressing alpha-synuclein, growth rescue, BacTiter-Glo, 24 h; actives 0.14% (n = 370,000); note: potency is the fitted concentration of half-maximal effect; % of control where 0% means no effect; nearly all actives have a fitted effect of over 65% in size
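Galactose-induced alpha-syn yeast (OD600=0.02, raffinose-pregrown) + pinned cpd, 24 hr, 30 deg C; growth by BacTiter-Glo luminescence. Growth restoration scores as activation.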
GLP1R inv ag = GLP-1 receptor (human) inverse agonism; Potency, µM (highest dose often 38.3 µM), for inactives: at the top dose activity change, negative = inhibition, most hits filed as inhibitors; HEK293 GLP-1R CRE-luciferase, luminescence, 24 h; GLP-1R form is constitutively active; actives 1.6% (n = 410,000); AID 624417; P43220; note: potency is the fitted concentration of half-maximal effect; % is set by controls: 0 for no effect and ±100 for the full control effect; nearly all actives have a fitted effect of over 55% in size
Target sequence (P43220 whole entry, looked up): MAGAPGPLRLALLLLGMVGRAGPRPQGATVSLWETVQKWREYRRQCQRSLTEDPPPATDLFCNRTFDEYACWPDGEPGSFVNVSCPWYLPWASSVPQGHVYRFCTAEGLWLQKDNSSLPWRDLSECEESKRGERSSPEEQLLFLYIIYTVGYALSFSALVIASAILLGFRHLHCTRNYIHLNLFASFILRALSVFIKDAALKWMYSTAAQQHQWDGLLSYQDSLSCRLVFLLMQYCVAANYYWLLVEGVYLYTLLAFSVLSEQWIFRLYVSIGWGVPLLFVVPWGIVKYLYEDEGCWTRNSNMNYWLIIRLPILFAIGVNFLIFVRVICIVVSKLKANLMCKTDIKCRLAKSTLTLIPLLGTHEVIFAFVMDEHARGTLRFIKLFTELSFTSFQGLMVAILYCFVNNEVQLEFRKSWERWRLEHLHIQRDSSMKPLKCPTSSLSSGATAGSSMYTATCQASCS
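Seeding at 200 cells/uL, 12 h culture, 24 hr compound treatment, then luciferase reagent and a luminescence read; cells are HEK293 stably expressing a constitutively active GLP-1R plus cAMP-responsive luciferase.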
FUS suppressor = rescues growth of FUS-expressing yeast | S. cerevisiae FUS-expressing, growth rescue, OD600, 24 h | Potency, µM (series often up to 76.6 µM), for the others: at the highest dose growth rescue (activation), usual class: activators | actives 0.24% (n = 390,000) | AID 1347120;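 note: potency is the fitted concentration of half-maximal effect; plate controls were DMSO vehicle for no effect and reference control for full effect; nearly all actives have a fitted effect of over 55% in size; some results filed as inactive show a strong effect at the top dose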
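Cultures pregrown in 2.5% raffinose medium are shifted to minimal medium containing 2% galactose to express toxic FUS. Compounds are tested at several concentrations. After 24hr at 30C, growth is quantified at 600 nm absorbance.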
TDP-43 yeast inh = TDP-43 toxicity inhibition in yeast; TDP-43 expressing yeast growth rescue, BacTiter-Glo, 24 h; Potency, µM (highest dose often 46.1 µM), for the others: at the highest dose growth rescue (activation), actives largely listed as activators; actives 1.8% (n = 410,000); note: potency is the fitted concentration of half-maximal effect; % of control where 0% means no effect; nearly all actives have a fitted effect of over 50% in size
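Yeast expressing TDP-43 (pregrown in raffinose, seeded at OD600=0.02 in galactose medium) exposed to compounds 24 hr at 30 deg C. Growth read by BacTiter-Glo luminescence; rescue of toxicity appears as increased signal.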
DRD3 antagonist = blocks the human D3 dopamine receptor. max response, negative = inhibition, %. D3R cells, DiscoveRx beta-arrestin luminescence, antagonist mode; hits give low values. P35462. actives 2.5% (n = 360,000); in the data active = max response below about -50%; inconclusive = no clear call, values can overlap the other calls; note: % is set by controls: 0 for no effect and ±100 for the full control effect; mostly tested at two doses, the higher about 12 µM
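Cells expressing the human receptor were seeded at 1500 cells/well, incubated overnight at 37 degrees C in 5% CO2, then exposed to library compounds with dopamine controls for 90 minutes at 37 degrees C before luminescent detection.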
Abeta yeast res = restores growth of yeast expressing A-beta42 peptide; yeast expressing A-beta42, growth rescue, OD600, 48 h; response scale: 0% DMSO, 100% iron-clioquinol control; Potency, µM (top dose mostly 46.1 µM), for the others: at the highest dose growth rescue, usual class: activators; actives 0.063% (n = 410,000); note: potency is the fitted concentration of half-maximal effect; nearly all actives have a fitted effect of over 55% in size
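Yeast growth medium received pinned compounds, then yeast cells expressing toxic A-beta were added; plates incubated at 30 C for 48 hr. Growth read as absorbance at 600 nm, normalized to DMSO and equimolar FeCl3 plus clioquinol controls.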
pAkt inh = Akt phosphorylation inhibition. Neuro2A IGF-stimulated pAkt S473 HTRF, 20 min; hits give low values. activity change, % for hits at 50 µM. actives 0.32% (n = 360,000); in the data active = activity change below about -80%; inconclusive = mostly about -51% to -80%; note: % is set by controls: 0 for no effect and ±100 for the full control effect
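Neuro2A cells (4,500/well, DMEM with 0.5% FBS) were treated with compound at a single 50 µM final concentration, stimulated with 6 nM IGF for 20 min at 37 °C, and lysed. Phospho-Akt Ser473 was read by HTRF as 665/615 ratio ×10^4.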
GLP1R ag = activates the human GLP-1 receptor | P43220 | Potency, µM (doses to about 45.6 µM), without a hit: at the highest dose activation, hits mostly activators | HEK293 GLP-1R CRE-luciferase, luminescence, 4-6 h; cells express a hypersensitive GLP-1R form | actives 0.007% (n = 380,000); note: potency is the fitted concentration of half-maximal effect; % of control where 0% means no effect
* hit, by the source's call; i = inactive; ? = inconclusive; . = not tested or not shown; [ ] = another dose, or the depositor's remark. Unless noted, calls come from the whole dose curve; as a rule, active = well fitted curve in the direction sought with a large enough effect; inconclusive = small, poorly fitted or top-dose-only effect, or another doubt; inactive = no such curve, though single readings can be large; an effect the other way counts as inactive or inconclusive. The list is partial. The share of hits here may be higher or lower than overall.

SMILES | PTHR1 agonist | aSyn yeast inh | GLP1R inv ag | FUS suppressor | TDP-43 yeast inh | DRD3 antagonist | Abeta yeast res | pAkt inh | GLP1R ag
Cc1ccc(NC(=O)CCn2c(=O)c3cccn3c3ccccc32)c(Cl)c1 | -10% | . | -23% | 45% | ? | . | -14% | . | .
CCOC(=O)c1nc(C)n(-c2ccc(Cl)cc2)n1 | -5%[57.5 µM] | 5% | 21% | 0% | 12% | -27 | 4% | i | 2%
O=c1cc(-c2ccccc2)nc2n1Cc1ccccc1-2 | 15%[57.5 µM] | -1% | 114%[activator] | 17% | -15% | -15 | -3% | i | -1%
C[C@H](CO)N1C[C@H](C)[C@@H](CN(C)C(=O)Nc2ccccc2)Oc2ccc(NC(=O)NC3CCCCC3)cc2C1=O | -4% | 7% | 7% | 18% | 18% | -3 | -1% | i | 6%
COc1cccc(/C=N/NC(=O)C(=O)N2CCCC2)c1OC | -11% | 2% | 16% | . | 17% | 1 | 5% | i | -1%
CC(C)NC(=O)Cn1nnc(-c2ccccc2)c1COc1ccc2ccccc2c1 | i | -18% | -27% | ? | 11% | 0 | -4% | i | 26%
COc1ccc(-c2cc(N)n(S(=O)(=O)c3ccc(F)cc3)n2)cc1OC | -90%[inhibitor] | 0% | 29% | -8% | 29% | 15 | -6% | i | 26%
COc1ccc(-c2oc3c4c2C(=O)OCCOC4CCC3)cc1 (stereo not given) | i | -12% | 15% | -5% | ? | -5 | -17% | i | -7%
CC[C@H](C)C(C(=O)N1CCN(C(=O)OC(C)(C)C)CC1)n1cc(C(Cc2ccc(O)cc2)NC(=O)OC(C)(C)C)nn1 (stereo not given in full) | i | 9% | ? | ? | 6% | 73 | 5% | i | -1%
O=C1CCCN1CN(C(=O)c1ccc2c(c1)OCO2)c1ccc(F)cc1 | i | 0% | 5% | 14% | -3% | -1 | -24% | i | -6%
CCCNc1nc2c(c(=O)[nH]c(=O)n2C)n1CCOc1ccccc1 | -2% | -2% | 31%[activator] | 6% | -1% | 31 | -10% | i | 10%
CCOC(=O)C1(Cc2ccccc2C)CCCN(C(=O)c2ccc(C(C)=O)s2)C1 (stereo not given) | -24% | 2% | -4% | 23% | 27% | 5 | 1% | i | 9%
CCOc1ccc(CN2CCCN(C)CC2)cc1 | i | -3% | -21% | -24% | -13% | -29 | -8% | i | -4%
O=C(NCC(c1ccco1)N1CCOCC1)c1ccccc1 (stereo not given) | ? | -5% | 17% | 21% | -17% | -15 | -4% | i | 15%
CCCCOC(=O)CCc1nc2ccccc2[nH]c1=O | -17% | 0% | 31%[activator] | 3% | ? | 10 | 26% | i | 0%
CCOc1ccc(CCN2C(=O)C(=O)N([C@@H](CC(C)C)CN3CCC[C@@H]3CN3C(=O)C(=O)NC[C@@H]3CC(C)C)C[C@@H]2Cc2ccccc2)cc1 | -2% | 0% | -2% | 20% | 19% | -16 | -1% | i | -3%
CC(=O)c1cc(C#N)c(NCCCN(C)C)nc1C | i | -3% | -6% | -9% | -10% | 2 | 3% | i | 11%
O=C(CSc1ccc(Br)cc1)NCC1CCCO1 (stereo not given) | -4% | 10% | -12% | 3% | ? | 0 | -11% | i | 3%
CCOC(=O)c1nn(-c2ccc(Cl)cc2)c2nnc(Cc3ccc(C)cc3)c(=O)n12 | i | 13% | 14% | . | -7% | 2 | 3% | i | -11%
CCOC(=O)c1cc(-c2ccccc2)sc1NC(=O)C(C)N1C(=O)c2ccccc2C1=O (stereo not given) | i | 0% | ? | 3% | 6% | 0 | 1% | i | 7%

Two compounds drawn at random from the list so far, as already listed:
SMILES | PTHR1 agonist | aSyn yeast inh | GLP1R inv ag | FUS suppressor | TDP-43 yeast inh | DRD3 antagonist | Abeta yeast res | pAkt inh | GLP1R ag
C[C@H](CO)N1C[C@H](C)[C@@H](CN(C)C(=O)Nc2ccccc2)Oc2ccc(NC(=O)NC3CCCCC3)cc2C1=O | -4% | 7% | 7% | 18% | 18% | -3 | -1% | i | 6%
O=c1cc(-c2ccccc2)nc2n1Cc1ccccc1-2 | 15%[57.5 µM] | -1% | 114%[activator] | 17% | -15% | -15 | -3% | i | -1%

Next entries follow.
SMILES | PTHR1 agonist | aSyn yeast inh | GLP1R inv ag | FUS suppressor | TDP-43 yeast inh | DRD3 antagonist | Abeta yeast res | pAkt inh | GLP1R ag
Cc1ccc(N(Cc2cccs2)C(=O)COc2ccccc2[N+](=O)[O-])cc1 | -40%[inhibitor] | . | ? | 10% | ? | . | -9% | . | .
COC(=O)c1cc(NC(=O)Nc2ccc3snnc3c2)cc(C(=O)OC)c1 | i | -6% | 3% | 13% | -12% | . | -11% | . | -5%
COC(=O)c1ccc(NC(=S)NC2CCCCC2)cc1 | -26% | 5% | ? | 30% | 27% | -11 | 15% | i | -6%
CC1(C(=O)NS(=O)(=O)C2CC2)CCN(C(=O)c2cccc(Cl)c2)C1 (stereo not given) | i | 1% | -14% | -17% | 4% | -7 | -14% | i | -7%
Cc1ccc(-n2nc3c(c2NC(=O)c2ccc(F)c(F)c2)CS(=O)(=O)C3)cc1 | i | -6% | 8% | . | -4% | -9 | -11% | i | -4%
Cc1cc(=O)oc2ccc(OCC(=O)O)cc12 | 8% | . | 39%[activator] | 11% | 2% | -11 | -1% | . | 2%
COc1cc(S(=O)(=O)NCc2ccc3c(c2)OCO3)ccc1Cl | -16% | -10% | -8% | -7% | 13µM* | -20 | 4% | i | 1%
O=C(NCC1CCCO1)c1cc(S(=O)(=O)N2CCOCC2)ccc1Cl (stereo not given) | 2% | 5% | 2% | . | -25% | 7 | -4% | i | 3%
O=C1CCCCCN1C(=O)c1ccc(C(=O)N2CCCCCC2=O)cc1 | -3% | 0% | 15% | -12% | -8% | -3 | -12% | i | -5%
O=C1CC(N2CCOCC2)C(=O)N1c1cccc(Cl)c1 (stereo not given) | -16% | 1% | 11% | -3% | 18% | -4 | -26% | i | -3%
CC(Sc1nnnn1C)C(=O)NC(=O)NC1CCCCC1 (stereo not given) | -12% | 0% | 16% | -28% | 20% | 5 | 12% | i | -2%
Cn1c(CC(=O)Nc2ccc(Cl)c(Cl)c2)nnc1SCC(=O)N1CCN(c2ccccc2)CC1 | i | 1% | 0% | 26% | -1% | -6 | 4% | i | -12%
CC1C(=O)Nc2ccccc2N1C(=O)C1CC1 (stereo not given) | -4%[57.5 µM] | -3% | -17% | -7% | -12% | 11 | 21% | i | -8%
CN1OC[C@@H]2CN(S(=O)(=O)c3cccc4ccccc34)[C@H](c3ccc(-c4cccnc4)cc3)C[C@@H]21 | -43%[inhibitor] | 4% | -15% | ? | 0% | -1 | 9% | i | 2%
COc1ccc(-c2sc3ccc(OC)cc3c2C#Cc2ccccn2)cc1 | 21% | -1% | ? | 38% | ? | 55 | -2% | i | 10%
CC1CCN(CCCN2C(=O)C3C(C(=O)Nc4cccc(Cl)c4)C4C=CC3(O4)C2C(=O)NC2CCCCC2)CC1 (stereo not given) | -3% | 1% | -19% | 7% | 0% | 2 | 3% | i | 4%
O=C(c1cn(CC(=O)N2CCCCC2)c2ccccc12)C1CC1 | -20% | -4% | 0% | 8% | 15% | 1 | 10% | i | 2%
COc1cccc(NS(=O)(=O)c2cc3c4c(c2)C(C)C(=O)N4CCC3)c1 (stereo not given) | -15% | . | -5% | -3% | 16% | . | -19% | . | .
COc1ccc(S(=O)(=O)NCc2cccnc2)c(Cl)c1Cl | i | 0% | 7% | -14% | 18% | 51 | 10% | i | 11%
O=C(NCO)c1cccnc1 | i | 1% | 10% | -21% | 19% | 3 | 2% | i | -1%

Compounds above that contain an aryl methoxy group:
SMILES | PTHR1 agonist | aSyn yeast inh | GLP1R inv ag | FUS suppressor | TDP-43 yeast inh | DRD3 antagonist | Abeta yeast res | pAkt inh | GLP1R ag
COc1cccc(/C=N/NC(=O)C(=O)N2CCCC2)c1OC | -11% | 2% | 16% | . | 17% | 1 | 5% | i | -1%
COc1ccc(-c2cc(N)n(S(=O)(=O)c3ccc(F)cc3)n2)cc1OC | -90%[inhibitor] | 0% | 29% | -8% | 29% | 15 | -6% | i | 26%
COc1ccc(-c2oc3c4c2C(=O)OCCOC4CCC3)cc1 (stereo not given) | i | -12% | 15% | -5% | ? | -5 | -17% | i | -7%
COc1cc(S(=O)(=O)NCc2ccc3c(c2)OCO3)ccc1Cl | -16% | -10% | -8% | -7% | 13µM* | -20 | 4% | i | 1%
COc1ccc(-c2sc3ccc(OC)cc3c2C#Cc2ccccn2)cc1 | 21% | -1% | ? | 38% | ? | 55 | -2% | i | 10%
COc1cccc(NS(=O)(=O)c2cc3c4c(c2)C(C)C(=O)N4CCC3)c1 (stereo not given) | -15% | . | -5% | -3% | 16% | . | -19% | . | .
COc1ccc(S(=O)(=O)NCc2cccnc2)c(Cl)c1Cl | i | 0% | 7% | -14% | 18% | 51 | 10% | i | 11%
